RSV antiviral HEp-2 = inhibition of RSV-induced cytopathic effect – HEp-2 cells, primary 10 µM value included (AID 2391). HEp-2 cells, RSV-induced CPE inhibition; higher % means a stronger effect. CPE inhibition, % at 10 µM; hits with a dose series show IC50 in µM. 310,000 compounds, 0.13% hits; in the data active = a potency from the dose series; inconclusive = CPE inhibition mostly from about 23% at the one dose, without a potency; inactive = the rest, 99 in 100 with CPE inhibition below about 21%; also: strong numbers were not always called active
XIAP displacement = XIAP antagonists, biochemical, IAP family, fluorescence polarization (AID 1018); XIAP BIR domain, fluorescence polarization peptide displacement; higher % means a stronger effect; displacement, % at 20 µM, or IC50 in µM where a hit was titrated; 200,000 compounds, 0.007% hits; in the data active = displacement above about 50%; also: a part of the inactive calls stands beside numbers as strong as those of hits
West Nile virus CPE = inhibition of WNV-induced cytopathic effect – cell-based, CPE readout (AID 1621); West Nile virus-infected cells, CPE inhibition; higher % means a stronger effect; CPE inhibition, % at 10 µM, or IC50 in µM where a hit was titrated; 290,000 compounds, 0.02% hits; in the data active = a potency from the dose series; inconclusive = CPE inhibition mostly from about 3.7% at the one dose, without a potency; inactive = the rest, 99 in 100 with CPE inhibition below about 2.2%; also: strong numbers were not always called active
CSM14.1 death rescue = protection against thapsigargin-triggered cell killing – 384-well, CSM14.1, ATP luminescence, primary screen (AID 1222); CSM14.1 thapsigargin-induced death rescue, ATP luminescence; higher % means a stronger effect; cellular ATP content (survival), % at 20 µM; hits with a dose series show EC50 in µM; 190,000 tested, under 10 active;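 active = EC50 below 50 µM in the dose-response confirmation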;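 also: death triggered by thapsigargin at about 15 µM added after 2 h compound pretreatment; cell ATP read after overnight thapsigargin exposure of roughly 18 to 22 hours; normalized against plate controls of thapsigargin alone and 5% DMSO vehicle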
Yfh1-off respiration = mitochondrial function rescue without frataxin homolog – Friedreich's ataxia, plus single-dose screen, dose response (AID 1465). S. cerevisiae Yfh1-off respiration, WST-1 reduction, 72 h; higher fold induction means a stronger effect. 220,000 compounds, 0.074% hits. one-dose fold induction at 50 µM; EC50 in µM for titrated hits;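 active = fold induction of absorbance versus untreated yeast above a set limit, then at least 30% activation at any dose in follow-up; inconclusive = repeats straddling the limit, or above it without dose testing; inactive = fold induction below the set limit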;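 also: activators that raise dye reduction in frataxin-depleted yeast; strong numbers were not always called active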
UTI89 phage lysis = inhibition of K1F phage lysis, E. coli UTI89, bacterial capsule biogenesis inhibitors, alamar blue (AID 488966); E. coli UTI89 K1F phage lysis, alamar blue, 2 h; higher % means a stronger effect; one-dose inhibition, % at 100 µM; IC50 in µM for titrated hits; 340,000 compounds, 0.02% hits;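 active = phage lysis inhibition, versus mean bacterial control, above a set limit; inconclusive = no clear call, values can overlap the other calls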;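 also: capsule biogenesis inhibitors block K1F phage lysis so surviving cells raise fluorescence; higher fluorescence means more inhibition of phage lysis; actives were called in the ten point dose series up to 300 µM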
Dengue-2 NS5 capping = flavivirus cap methylation enzyme inhibition – biochemical, confirmation dose response, primary screen (AID 588689) | 340,000 compounds, 0.3% hits | inhibition, % at 25 µM; hits with a dose series show IC50 in µM | Dengue-2 NS5 methyltransferase capping enzyme assay, biochemical; higher % means a stronger effect; in the data active = a potency from the dose series; inconclusive = inhibition above about 29% without an active follow-up result
Large T inhibition = TAg ATPase/helicase activity blockers – biochemical (AID 1903); 310,000 compounds, 0.39% hits; SV40 large T antigen ATPase/helicase inhibition assay; higher % means a stronger effect; inhibition, % at 20 µM, or IC50 in µM where a hit was titrated; in the data active = a potency from the dose series; inconclusive = inhibition mostly from about 32% at the one dose, without a potency; inactive = the rest, 99 in 100 with inhibition below about 32%; also: strong numbers were not always called active
WT yeast gro inh = growth inhibition of WT yeast, mitochondrial fusion screen; 190,000 compounds, 2.1% hits; mitochondrial fusion phenotypic screen, WT strain; inhibition, % at 10 µM; in the data active = inhibition above about 58%; tested in S. cerevisiae
WT yeast gro inh mutant strain = second read-out of WT yeast gro inh, no call of its own (marks repeat the call); inhibition, %; mitochondrial fusion phenotypic screen, mutant strain inhibition
Dengue-2 NS5 capping pilot replicate = further read-out of Dengue-2 NS5 capping, marked with its call; inhibition, %; measured here: pilot screen replicate inhibition
Starred values were filed as active, the others as inactive; i = inactive; ? = inconclusive; . = no result given; [ ] = dose if it differs, or a comment.

SMILES	RSV antiviral HEp-2	XIAP displacement	West Nile virus CPE	CSM14.1 death rescue	Yfh1-off respiration	UTI89 phage lysis	Dengue-2 NS5 capping	Large T inhibition	WT yeast gro inh	WT yeast gro inh mutant strain	others
Cc1nc(SCC(=O)Nc2ccc(N3CCOCC3)cc2)nc(C)c1C	1.0%	-2.5%	0.2%	0.2%	i	0.0%	6%	17%	4	-6
CCOC(=O)c1sc(NC(=O)C2C3C=CC(C3)C2C(=O)O)nc1C (stereo unspecified)	0.4%	-3.5%	0.1%	2.1%	i	4.3%	-4%	9%	-9	-13
O=C1N/C(=C/c2cccn2-c2ccc(F)cc2)C(=O)N1Cc1ccccc1F	2.4%	-2.2%	-0.4%	1.5%	i	1.1%[50 µM]	-8%	9%	-4	-26
O=C(CCc1ccccc1)Nc1cc2c(cc1Cl)OCCO2	2.6%	-4.1%	-0.5%	0.4%	i	1.9%[50 µM]	-9%	5%	-8	0
CS(=O)(=O)N1CCCC(C(=O)NCc2ccc(F)cc2Cl)C1 (stereo unspecified)	0.0%	-1.3%	-0.5%	-0.8%	i	1.5%	-2%	24%	14	28
O=C(NCCCn1ccnc1)/C(=C/c1ccccc1)NC(=O)c1ccccc1	0.9%	-5.2%	0.6%	0.2%	i	0.3%	-5%	18%	-2	3
CNS(=O)(=O)c1cc(C(=O)O)ccc1OC	2.0%	-4.7%	0.4%	-1.0%	i	-0.4%	2%	12%	0	-10
CCOc1ccccc1NC(=O)C1CCCN(S(=O)(=O)c2cccc3nsnc23)C1 (stereo unspecified)	4.6%	-14%	-0.6%	-1.8%	i	4.4%	-2%	1%	22	4
CCn1cc(C(=O)NC2CCCCCC2)c(=O)c2ccc(C)nc21	0.1%	.	-1.5%	.	.	0.3%	-6%	7%	.	.	Dengue-2 NS5 capping pilot replicate=-6.4
O=c1[nH]c2cc(Cl)ccc2c(O)c1-c1cccc(Oc2ccccc2)c1	4.0%	.	-0.5%	.	i	-0.1%	2%	9%	.	.
Cc1cccc(NC(=O)C2C(c3ccccc3)C2(Cl)Cl)c1C (stereo unspecified)	?	-4.2%	-0.4%	2.2%	i	1.2%	-9%	6%	-18	11
CCOC(=O)c1nnc(-c2cccs2)nc1Oc1ccc(Cl)cc1	2.9%	-5.5%	-0.1%	-0.4%	i	-3.4%	-25%	4%	-2	5
O=C(CNCCc1ccccc1)N1CCc2ccccc2C1	-0.9%	-4.2%	-0.2%	-0.8%	i	0.2%	-2%	20%	-11	3
Nc1cc(=O)nc(SCC(=O)N2CCN(c3ccccc3)CC2)n1-c1ccc(F)cc1	1.0%	.	-0.1%	.	.	0.0%	-3%	19%	.	.
CNc1nc2ccccc2n1N	1.4%	1.2%	-0.2%	18%	i	2.6%	-2%	4%	-1	4
Fc1ccc(-c2noc(-c3ccc4c(c3)CCO4)n2)cc1	0.7%	.	-0.1%	.	i	.	.	3%	.	.
CN(Cc1ccc(C(F)(F)F)cc1)C(=O)c1ccc2ccccc2n1	8.0%	.	-1.0%	.	.	0.0%	-3%	4%	.	.
COc1ccc(NC(=O)CCCN2C(=O)C(c3ccccc3)Oc3cccnc32)cc1 (stereo unspecified)	9.1%	.	1.1%	.	.	-0.1%	-14%	11%	.	.
N/C(=N\OC(=O)Nc1cccc(C(F)(F)F)c1)c1ccno1	1.0%	.	1.5%	.	i	.	.	9%	.	.
C=CCN(C(=O)c1csnn1)C(C(=O)NCc1ccc(F)cc1)c1ccccc1 (stereo unspecified)	1.2%	.	-0.3%	.	.	-1.3%	-7%	14%	.	.

The final 3 records of the section before lead into the next.
SMILES	RSV antiviral HEp-2	XIAP displacement	West Nile virus CPE	CSM14.1 death rescue	Yfh1-off respiration	UTI89 phage lysis	Dengue-2 NS5 capping	Large T inhibition	WT yeast gro inh	WT yeast gro inh mutant strain	others
COc1ccc(NC(=O)CCCN2C(=O)C(c3ccccc3)Oc3cccnc32)cc1 (stereo unspecified)	9.1%	.	1.1%	.	.	-0.1%	-14%	11%	.	.
N/C(=N\OC(=O)Nc1cccc(C(F)(F)F)c1)c1ccno1	1.0%	.	1.5%	.	i	.	.	9%	.	.
C=CCN(C(=O)c1csnn1)C(C(=O)NCc1ccc(F)cc1)c1ccccc1 (stereo unspecified)	1.2%	.	-0.3%	.	.	-1.3%	-7%	14%	.	.
COc1ccccc1C(=O)N=C1NC(=O)CC2C(=O)NCCN12 (stereo unspecified)	0.8%	-1.2%	0.2%	1.6%	i	-0.3%	-9%	.	-15	-1
COc1ccc(Cl)cc1NC(=O)CN1CCN(S(=O)(=O)N2CCC(C)CC2)CC1	?	.	-1.0%	.	.	0.2%	4%	7%	.	.
CCOc1ccc(OCCC(=O)OCC(=O)Nc2ccc3c(c2)OCO3)cc1	-1.7%	.	.	.	.	0.9%[50 µM]	8%	12%	.	.
COc1ccc(-n2nnnc2SCC(=O)Nc2nnn(C)n2)cc1	-1.1%	-4.4%	0.2%	-1.1%	i	8.4%	5%	17%	-2	7
CCCOC(=O)C(C)n1c(-c2ccccc2)nc2ccccc2c1=O (stereo unspecified)	-0.6%	-3.3%	.	-1.4%	.	0.3%	1%	-2%	7	2
Nc1nnc(CC(=O)NCc2ccccc2)s1	0.7%	-2.5%	0.0%	-1.2%	i	1.7%	5%	0%	-12	12
CCOC(=O)N1CCC(C(N)=O)CC1	0.8%	-3.3%	0.0%	-0.1%	i	-1.6%	-4%	-1%	-3	-23
Cc1ccc(Cl)cc1NS(=O)(=O)N1CCOCC1	0.8%	.	0.0%	.	.	0.5%[50 µM]	-5%	5%	.	.
CCCCCCSc1ccc(-c2nc3ccc(C)cn3c2NC2CCCCC2)cc1	-2.1%	.	.	.	.	0.4%	-9%	0%	.	.
N#Cc1ccc(C(c2nnnn2CCc2ccccc2)N2CCCCCC2)cc1 (stereo unspecified)	1.6%	-4.3%	-1.3%	1.5%	i	-2.1%	-5%	-7%	14	16
CN=c1sc2ccccc2n1CC(O)COCc1ccco1 (stereo unspecified)	0.0%	-3.1%	-0.6%	-2.6%	i	3.2%	4%	5%	-15	-12
COc1cccc(/C=N/NC(=O)c2ccncc2)c1OC(=O)c1ccc(Br)cc1	2.3%	.	0.1%	.	.	0.0%	26%	11%	.	.
Cc1c(-c2cccc(NC(=O)c3cccs3)c2)nc2ncccn12	5.0%	-15%	-0.1%	1.2%	i	-0.7%	-9%	2%	-23	1
COc1ccc([N+](=O)[O-])cc1/C=N/Nc1nn[nH]n1	-0.2%	-0.7%	-0.3%	-0.2%	i	0.0%	.	11%	4	-16
COC(=O)c1ccc(N/C(=N/S(=O)(=O)c2ccccc2)c2ccccc2)cc1	2.0%	-3.4%	0.5%	3.9%	i	0.1%[50 µM]	-3%	-3%	-2	-3
CSCCC(=O)NC1CC(C)(C)Cc2c1cnn2-c1ccccc1C (stereo unspecified)	1.2%	.	-1.0%	.	.	0.7%	-12%	11%	.	.
COc1ccc(C(=O)c2cnc(C(C)C)n2C)cc1	1.1%	-0.7%	1.1%	-2.6%	i	3.9%	1%	7%	-6	-2
COc1ccc(OC)c(/C=C2\Oc3cc(OCC(=O)N4CCC(C(=O)O)CC4)ccc3C2=O)c1	1.3%	.	0.0%	.	.	-5.8%	-14%	11%	.	.
O=C(Nc1ccccc1)C(Cl)C(=O)c1ccccc1 (stereo unspecified)	-1.6%	.	-0.8%	.	.	0.6%	-9%	25%	.	.
O=S(=O)(c1ccccc1Cl)N1CCC(O)(c2ccc3c(c2)OCO3)CC1	2.0%	0.7%	-0.8%	-0.6%	i	0.6%	-3%	18%	19	16
CC(=O)c1ccc(-n2nncc2C)cc1	-0.1%	-4.0%	0.2%	2.0%	i	1.0%	4%	-2%	5	3
CC1CCN(C(=O)CSc2nnc(-c3ccccc3F)o2)CC1	1.8%	.	-0.9%	.	.	0.2%	-11%	4%	.	.
CCC(CC)C1=NN2C(=N)/C(=C\c3cc(C)n(-c4cccc(C)c4)c3C)C(=O)N=C2S1	3.2%	-8.7%	0.8%	-4.5%	i	-0.1%	-1%	2%	6	-10
CC(=O)NC1CC2CCCC(C1)N2S(=O)(=O)c1ccccc1 (stereo unspecified)	1.3%	-5.5%	-0.1%	-1.9%	i	3.4%	-6%	5%	22	13
O=c1[nH]c(/C=C\c2cccc(F)c2)nc(O)c1[N+](=O)[O-]	0.4%	.	1.3%	.	.	0.3%	7%	14%	.	.
COc1ccc(C(=O)NNC(=S)NC(=O)c2cccs2)cc1	0.9%	.	-0.7%	.	.	7.1%	-11%	15%	.	.
CCCN(Cc1nnc(-c2ccccc2Cl)o1)C(=O)c1cc2ccccc2o1	45%	.	.	.	.	-0.2%[50 µM]	-7%	6%	.	.
COC(=O)[C@H](C)NC(=O)NCc1ccccc1F	1.3%	-4.3%	0.9%	-1.5%	i	2.6%	0%	1%	-21	-36
CCN1CCN(c2nc(C)nc3c2sc(=S)n3C)CC1	.	-4.2%	-0.2%	.	i	4.1%	-4%	9%	20	5
O=S(=O)(c1ccc(F)c(F)c1F)N1CCN(C(=S)NCc2ccccc2)CC1	1.3%	-9.0%	0.0%	-1.0%	i	0.4%	-1%	20%	11	7
Cc1ccc(C)c(OCCCC(=O)N2CCOCC2)c1	1.1%	-2.7%	0.4%	-1.0%	i	4.7%	-3%	16%	-10	-1
CC(=O)NC1C(=O)N(CCc2ccccc2)c2ccc(Br)cc21 (stereo unspecified)	.	-4.1%	.	1.0%	.	1.5%	2%	26%	13	-7
CC(C)[C@@H](CO)NC(=O)c1ccc2c3n(nc2c1)-c1ccccc1CO3	0.7%	.	-0.9%	.	i	0.2%	-5%	15%	.	.
COCC1CCN(C(=O)c2cc(COc3cncc(Cl)c3)on2)C1 (stereo unspecified)	0.7%	.	-0.3%	.	.	0.5%	-13%	3%	.	.
CCc1ccccc1NC(=O)CSc1nnc(-c2cc(C)[nH]n2)n1N	-0.9%	.	-0.5%	.	.	0.3%	2%	15%	.	.
Cc1cc(NC(=O)c2sc(Nc3ccc(F)c(Cl)c3)nc2N)no1	4.1%	-2.9%	-0.6%	-0.4%	i	0.3%	1%	8%	1	-20
COc1ccc(NC(=O)c2ccc(NC3CC(=O)N(c4ccc(C)cc4C)C3=O)cc2)cc1 (stereo unspecified)	-0.3%	.	0.5%	.	i	0.3%	4%	3%	.	.
Cc1ccc(NCc2ccccc2O)cc1	0.1%	-3.4%	-0.7%	2.4%	i	0.2%	-2%	9%	-6	-3

Bioassay records from PubChem BioAssay.

Not a hit list (roughly 2.2% active in at least one column).
